Assay outcomes: PubChem BioAssay, Sanford-Burnham Center for Chemical Genomics
ER stress surv = protection against thapsigargin ER stress killing – CSM14.1 cells, ATP luminescence, primary screen; hit rate 0.33% among 48,000; relative survival (cellular ATP), % at 15 µg/mL (by protocol); CSM14.1 thapsigargin ER stress survival;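 active = survival measured by cellular ATP above 50% at 15 µg/ml in the first screen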;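 note: cell death triggered by about 15 µM thapsigargin; ATP read 24 h after thapsigargin was added; plate controls were thapsigargin with DMSO for no effect and DMSO without thapsigargin for full effect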
Starred values were filed as active, the others as inactive. An excerpt; rates above refer to the full screens.

SMILES	ER stress surv
Cc1cc(C)cc(N2C(=O)NC(=O)/C(=C\c3ccc4c(c3)OCO4)C2=O)c1	-5
COc1cc(/C=C2\C(=O)N(c3cccc(C(=O)O)c3)N=C2C)cc(I)c1O	-7
CCc1nnc(NC(=O)CN2CCN(c3ccc([N+](=O)[O-])cc3)CC2)s1	4
COc1ccc(Cl)cc1C(=O)Nc1sc(C)c(C)c1C#N	3
Cn1c(/C=N/c2nc3ccccc3n2C)nc2ccccc21	6
COc1cccc(-c2nc3cc(NC(=O)c4ccc(Br)o4)ccc3o2)c1	2
O=C(Nc1ccc(F)c([N+](=O)[O-])c1)c1ccc(Br)o1	-2
FC(F)(F)c1ccc2nnc(-c3ccc(Br)cc3)n2c1	5
Cc1ccc(C(=O)N(Cc2ccccc2)Cc2ccccc2)cc1[N+](=O)[O-]	9
CC(C)C(C(=O)O)N1C(=O)/C(=C/c2ccc(O)cc2)SC1=S (stereo not drawn)	20
COc1cc(/C=C(\C#N)C(=O)c2ccccc2)cc(OC)c1OC	0
COc1cccc(N2C(=O)CC(SCC(=O)Nc3ccc(Cl)cc3)C2=O)c1 (stereo not drawn)	7
O=C1CC(N2CCOCC2)C(=O)N1CCc1ccccc1 (stereo not drawn)	6
CSCCOC(=O)COc1ccc(/C=N/NC(=O)c2ccc(CN3CCOCC3)cc2)cc1	10
O=C1CCCC2=C1C(c1ccc(O)cc1)Nc1ccc(C(=O)c3ccccc3)cc1N2 (stereo not drawn)	-4

Exported in markdown: part of the list above.
| Structure | ER stress surv |
| --- | --- |
| CC(C)C(C(=O)O)N1C(=O)/C(=C/c2ccc(O)cc2)SC1=S (stereo not drawn) | 20 |
| COc1cc(/C=C(\C#N)C(=O)c2ccccc2)cc(OC)c1OC | 0 |
| COc1cccc(N2C(=O)CC(SCC(=O)Nc3ccc(Cl)cc3)C2=O)c1 (stereo not drawn) | 7 |

More entries follow.
SMILES	ER stress surv
Cc1ccc2oc3cc(NCCCN(C)C)c4c(=O)c5ccccc5c(=O)c4c3[nH]c2c1	-20
CCOc1ccc(N(CC(=O)Nc2ccccc2Br)S(=O)(=O)c2ccc(SC)cc2)cc1	-2
O=C(O)CCCN1C(=O)/C(=C/c2ccccc2Cl)SC1=S	17
COc1ccc(C(=O)Nc2ccc(OC(F)(F)F)cc2)cc1Cl	-2
CC(C)c1ccccc1NS(=O)(=O)c1ccc(Cl)cc1	1
Cc1ccc(C(=O)NNC(=O)COc2ccc(C(C)(C)C)cc2)cc1	8
CC(C)C(=O)Nc1ccc(O)c(-c2nc3ccccc3s2)c1	0
COc1ccc2c(c1OC)C(=O)OC2Nc1ccc(I)cc1 (stereo not drawn)	11
O=C(O)CCCN1C(=O)/C(=C/c2cccc(Br)c2)SC1=S	22
COc1ccc(OC)c(N(CC(=O)Nc2cccc(Br)c2)S(C)(=O)=O)c1	0
Cc1ccnc(SCC(=O)N2c3ccccc3CCc3ccccc32)n1	-2
O=C(N/N=C/c1ccc(OCc2ccccc2)cc1)c1cnccn1	1
COC(=O)C1=C(C)N(C)C(C)=C(C(=O)OC)C1c1cccc(Cl)c1Cl	-5
CNC(=O)c1ccc(CN2CCN(Cc3ccccc3)CC2)cc1	-3
COc1ccc(-c2csc(Nc3ccccc3OC)n2)cc1	3
COc1ccc(C2C(C(=O)OC(C)C)=C(C)N=c3s/c(=C\c4ccc5c(c4)OCO5)c(=O)n32)cc1 (stereo not drawn)	2
C/C(=N\N1C(=O)CN(Cc2ccccc2)C1c1ccc(Br)cc1)c1ccccc1 (stereo not drawn)	5
CC(N=Cc1cccc([N+](=O)[O-])c1)C1COc2ccccc2O1 (stereo not drawn)	9
CN1CCN(CC(=O)N2c3ccccc3C(C)(c3ccccc3)CC2(C)C)CC1 (stereo not drawn)	0
CCOC(=O)c1c(NC(NC(=O)c2ccco2)C(=O)c2ccccc2)sc2c1CCCC2 (stereo not drawn)	18
COc1cc(/C=C2/SC(=S)N(c3c(C)n(C)n(-c4ccccc4)c3=O)C2=O)c([N+](=O)[O-])cc1OC	12
O=C1C(Cl)=CC(=NS(=O)(=O)c2ccccc2)C=C1Br	-14
O=C1C(=Cc2ccc(-c3ccc(Cl)c([N+](=O)[O-])c3)o2)C(=O)c2ccccc21	8
N#CC1C(=S)N=C2CCCCC2=C1c1cccs1 (stereo not drawn)	3
c1ccc(C2=Nc3cccc4cccc(c34)N2)cc1	2
CC(C)Nc1nc(-c2ccccc2Cl)nc2ccccc12	25
Cc1ccc(OCc2nnc(NC(=O)Nc3cccc(Cl)c3)s2)c(C)c1	4
Cc1ccccc1/C=C1\C(=O)NC(=O)N(c2ccc(Br)cc2)C1=O	3
Cc1ccc(SCCNC(=O)CN(c2ccccc2C)S(C)(=O)=O)cc1	-5
CC1(C)CC(=O)c2sc(NC(=O)/C=C/c3ccco3)nc2C1	3
COc1ccc(S(=O)(=O)N(CC(=O)Nc2cccc(C(C)=O)c2)c2ccc(C)cc2)cc1OC	2
O=C(NCCO)C(=O)Nc1nc(C23CC4CC(CC(C4)C2)C3)cs1	1
Cc1cccc(NC(=O)/C=C/c2cccc([N+](=O)[O-])c2)n1	7
Cc1ccc(NC(=O)CCCN(C)S(=O)(=O)c2ccc(C)cc2)cc1	3
O=C(O)c1ccccc1/C=C1\SC(=S)N(c2cccc(C(F)(F)F)c2)C1=O	4
Cc1ccc(S(=O)(=O)/N=C(/CSC(N)=O)Nc2ccccc2)cc1	4
CCOC(=O)c1ccc(N2NC(=O)/C(=C/c3ccc(O)cc3)C2=O)cc1	-1
CC(C)NC(=O)c1ccc(C(C)C)cc1	3
COC(=O)C1=C(C)NC(C)=C(C(=O)OC)C1c1ccc(Cl)cc1	2
Nc1nc(Oc2ccc(F)cc2)c(I)c(=O)[nH]1	5
O=C(CCOc1ccccc1)Nc1ccccc1	13
CN1CCN(C(=O)c2ccc(Cl)c(Cl)c2)CC1	19
Brc1ccccc1/C=N\N1CCN(c2ccccc2)CC1	8
O=C(Nc1ccc(NC(=O)c2cc3ccccc3o2)cc1)c1ccc(Br)cc1	6
O=C(Oc1cccc(/C=N/Nc2nc(N3CCOCC3)nc(N3CCOCC3)n2)c1)c1ccco1	9

Some of these compounds in order of molecular weight, falling:
SMILES	ER stress surv
COc1ccc(S(=O)(=O)N(CC(=O)Nc2cccc(C(C)=O)c2)c2ccc(C)cc2)cc1OC	2
O=C(O)c1ccccc1/C=C1\SC(=S)N(c2cccc(C(F)(F)F)c2)C1=O	4
Brc1ccccc1/C=N\N1CCN(c2ccccc2)CC1	8
CN1CCN(C(=O)c2ccc(Cl)c(Cl)c2)CC1	19

Back to the main list with the three entries that preceded the break.
SMILES	ER stress surv
Brc1ccccc1/C=N\N1CCN(c2ccccc2)CC1	8
O=C(Nc1ccc(NC(=O)c2cc3ccccc3o2)cc1)c1ccc(Br)cc1	6
O=C(Oc1cccc(/C=N/Nc2nc(N3CCOCC3)nc(N3CCOCC3)n2)c1)c1ccco1	9
COc1ccc(N2C(=O)NC(=O)/C(=C\c3ccc(-c4ccccc4C(=O)O)o3)C2=O)cc1	1
Cc1cc(NS(=O)(=O)c2ccc(Nc3nc(-c4sc(N)nc4C)cs3)cc2)no1	9
Cc1ccc(-c2cc(-c3ccccc3)nc(N/N=C/c3ccccc3O)n2)cc1	4
Cc1ccc(OCC(=O)Nc2cccc(C(F)(F)F)c2)c(C)c1	11
Cc1ccc(S(=O)(=O)Nc2ccccc2-c2nc3ccccc3c(=O)o2)cc1	5
C/C(Cn1nnc([N+](=O)[O-])n1)=N/NC(=O)Cc1ccccc1	-8
COc1ccc(C)cc1NC(=O)CCC1CCCC1	2
O=C(Nc1ccc2oc(-c3ccccc3F)nc2c1)c1ccc2c(c1)OCCO2	-3
COC(=O)c1ccc(C(=O)OC)c(NC(=O)CCC(=O)O)c1	6
O=C(Nc1ccc(Cl)c(Cl)c1)c1ccc([N+](=O)[O-])o1	1
O=C(Nc1ccc(F)cc1)C(=O)NC1CC1	3
O=C(Cn1c(O)c(N=NC(=O)C(=O)NCc2ccccc2)c2ccccc21)Nc1ccccc1	5
COc1ccc(C(=O)/C=C/Nc2ccccn2)c(OC)c1	4
CC(=NC#N)C1=C(O)c2ccccc2C1=O	0
CC(C)OC(=O)c1c(-c2ccc(Br)cc2)csc1NC(=O)CCC(=O)O	1
COc1ccc(COC(=O)NNC(=O)c2cccc(Cl)c2)cc1	3
CC(=O)Nc1cccc(-c2nc3cc(C)ccc3o2)c1C	-3
COc1ccc(-c2nnnn2C)cc1S(=O)(=O)Nc1cccc(C(F)(F)F)c1	3
COc1ccc(S(=O)(=O)N(CCc2ccccc2)CC(=O)Nc2ccc(F)cc2)cc1OC	4
O=C(/C=C/c1ccc2c(c1)OCO2)Nc1ccccc1F	4
COc1ccc(C2/C(=C(/O)c3ccccc3)C(=O)C(=O)N2c2cccc([N+](=O)[O-])c2)c(OC)c1 (stereo not drawn)	9
CC(=O)NC(c1ccc(N(C)C)cc1)c1c(O)ccc2ccccc12 (stereo not drawn)	10
C=CCc1cccc2cc(C(=O)NNC(=O)CC#N)c(=O)oc12	11
N#C/C(=C(/O)C(c1ccccc1)c1ccccc1)c1nc2ccccc2s1	10
O=C1NC(=Nc2ccccc2Cl)S/C1=C/c1cc(Br)cc(Cl)c1O	2
CCN1C(=O)/C(=C/c2nc3ccccc3c(=O)n2-c2cccc(C)c2)c2ccccc21	9
CC(=O)c1cccc(NC(=O)c2cnn3c(C(F)(F)F)cc(-c4cccs4)nc23)c1	9
CCOc1ccc(N2C(=O)c3ccccc3NC2c2ccc(C)cc2)cc1 (stereo not drawn)	0
O=C(c1coc2ccc(O)c(CN3CCOCC3)c12)C1CC1	6
O=C(O)c1ccc(NS(=O)(=O)c2cccc3cccnc23)cc1	9
CCc1ccc(-n2c(C)cc(/C=N\NC(=O)c3ccco3)c2C)cc1	-3
O=C(COc1ccc(Cl)cc1)Nc1ccc(Oc2ccccc2)cc1	4
CC(=O)Oc1ccc2nc(-c3ccc(C)c([N+](=O)[O-])c3)oc(=O)c2c1	-3
Cc1ccc(/C=N/NC(=O)C2(C)CC2(Br)Br)cc1 (stereo not drawn)	8
C=CCOc1c(Cl)cc(/C=C2/C(=O)NC(=O)N(c3ccccc3F)C2=O)cc1OCC	-1
O=C1NC(=S)NC(=O)C1=Cc1ccccc1OCCOc1ccc([N+](=O)[O-])cc1	-3
CC(=O)CC(=O)Nc1cccc(I)c1	2
COc1ccc(/C=N/NC(=O)c2ccc(Br)o2)c(C(=O)O)c1OC	11
O=C1NN(c2ccc(Cl)c(Cl)c2)C(=O)/C1=C/c1ccc(Cl)c([N+](=O)[O-])c1	9
COc1cccc(C2/C(=C(\O)c3ccc(F)cc3)C(=O)C(=O)N2CCCCCC(=O)O)c1 (stereo not drawn)	-7
CCc1nnc(NS(=O)(=O)c2ccc(NC(=O)/C=C/c3cccc([N+](=O)[O-])c3)cc2)s1	14
COc1cccc(-c2nc(-c3ccccc3)no2)c1	-5
COC(=O)C1=C(C)NC(=O)NC1c1ccc(OC(=O)c2cccs2)c(OC)c1 (stereo not drawn)	6
O=C(Nc1cccc(-c2nc3ccccc3s2)c1)c1ccc(S(=O)(=O)N2CCCC2)cc1	4
Cc1ccc2nc(-c3ccc(N)cc3)oc2c1	-3

Another view of part of the listing above.
Molecule | ER stress surv
C=CCOc1c(Cl)cc(/C=C2/C(=O)NC(=O)N(c3ccccc3F)C2=O)cc1OCC | -1
O=C1NC(=S)NC(=O)C1=Cc1ccccc1OCCOc1ccc([N+](=O)[O-])cc1 | -3
CC(=O)CC(=O)Nc1cccc(I)c1 | 2

The list goes on.
SMILES	ER stress surv
O=C(COc1ccc2ccccc2c1)Nc1ccc(S(=O)(=O)N2CCc3ccccc32)cc1	4
CC1(C)CC(=O)C2=C(C1)Nc1[nH]c(=O)[nH]c(=O)c1C2c1ccc(O)cc1 (stereo not drawn)	10
Cc1cc(NS(=O)(=O)c2ccc(NC(=O)C(C)C)cc2)nc(C)n1	10
O=C(O)C1CSC(c2ccc(Cl)c([N+](=O)[O-])c2)N1 (stereo not drawn)	3
O=C(Nc1cccc(C(=O)Nc2cccc(Cl)c2)c1)c1ccc([N+](=O)[O-])cc1	9
COc1ccc(CN2CCN(C3CCC(c4ccccc4)CC3)CC2)c(OC)c1 (stereo not drawn)	-4
COc1ccccc1OCC(=O)NCCc1nc2ccccc2[nH]1	0
O=C(COc1ccc(Br)cc1)Nc1cc(Cl)c(Cl)cc1Cl	4
O=C(N/N=C/c1cc([N+](=O)[O-])ccc1O)Nc1ccccc1	8
CCCC(=O)Nc1sc2c(c1C(=O)OCC)CCCC2	8
COc1ccc(C(=O)NCCSc2ccc(C)cc2)cc1	5
Cn1c(=O)[nH]c2nc(-c3ccccc3)[nH]c2c1=O	-8
CCOC(=O)COc1ccc(/C=C2\C(=O)NN(c3ccc(Cl)c(Cl)c3)C2=O)cc1OC	-2
CCOc1ccc(C(=O)Nc2ccc(OC)c(OC)c2)cc1[N+](=O)[O-]	0
CS(=O)(=O)N(Cc1ccc(C(=O)Nc2cccc(C(F)(F)F)c2)cc1)c1ccccc1	7
COc1cccc(N2C(=O)/C(=C/c3ccc(C)o3)SC2=S)c1	3
CCN(CC)c1ccc(N=Cc2c(O)n(C)c(=O)n(C)c2=O)cc1	4
O=C1NN(c2ccccc2)C(=O)C2C3C=CC(C4CC34)C12 (stereo not drawn)	-2
CC1(C)CC(=O)C2=C(C1)NC1=C(C(=O)CC(C)(C)C1)C2c1ccc2c(c1)OCO2	1
Cc1ccc(-c2nc3ncccc3o2)cc1NC(=O)C(C)C	2
Cc1nn(Cc2cccc(Cl)c2)c(N)c1-c1ccccc1	3
C=CCNC(=O)C(=O)NCCCOC	14
O=S(=O)(c1ccc(Oc2ccccc2)cc1)N1CCCCCC1	17
Cc1cccc(-c2cc(C(=O)Nc3ccccc3C(N)=O)c3ccccc3n2)c1	0
CCN=C(NCC)SC1CC(=O)N(c2cccc(OC)c2)C1=O (stereo not drawn)	6
COC(=O)CSC1=NC(=O)/C(=C/c2cccc(OC)c2)S1	-3
CC1(C)CC(=O)C2=C(C1)OC1=C(C(=O)CC(C)(C)C1)C2c1ccc(-c2ccc([N+](=O)[O-])cc2Cl)o1	-15
O=C(/C=C/c1cccc(C(F)(F)F)c1)Nc1cccc2ncccc12	5
Cc1ccc(C(=O)c2cccc(NC(=O)/C=C/c3ccco3)c2)cc1C	4
